MCL1-BIM inh = disrupts human MCL1 binding to BIM-BH3 peptide. Q07820. GST-MCL1 / FITC-Bim-BH3 fluorescence polarization. inhibition, % at 10.9 µM. actives 0.68% (n = 320,000). AID 2057;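 active = inhibition above the mean inhibition of all tested compounds plus 3 SD, set per campaign, cut at about 40% in these data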;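 note: 0% = DMSO wells and 100% = unlabeled Bim-BH3 peptide control; higher means more loss of mP so more displacement of Bim peptide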
Target sequence (Q07820 whole entry, looked up): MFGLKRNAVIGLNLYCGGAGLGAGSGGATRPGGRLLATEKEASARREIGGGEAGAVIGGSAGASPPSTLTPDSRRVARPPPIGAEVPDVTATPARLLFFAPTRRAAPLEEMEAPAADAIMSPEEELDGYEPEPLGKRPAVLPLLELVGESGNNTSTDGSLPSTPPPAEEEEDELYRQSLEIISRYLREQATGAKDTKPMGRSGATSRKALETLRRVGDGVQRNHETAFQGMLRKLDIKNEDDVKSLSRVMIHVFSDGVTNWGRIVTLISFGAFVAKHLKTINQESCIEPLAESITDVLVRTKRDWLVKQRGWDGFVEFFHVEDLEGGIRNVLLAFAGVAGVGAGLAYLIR
BCLXL inh = Bcl-xL (human) inhibition. actives 0.7% (n = 320,000). inhibition, % at 10.9 µM. Q07817. AID 2129. GST-Bcl-xL / FITC-Bim BH3 peptide fluorescence polarization;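 active = inhibition above the mean of all tested compounds plus 3 SD, cutoff set per campaign, cut at about 30% in these data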;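 note: 0% = DMSO wells and 100% = unlabeled Bim-BH3 peptide competitor; inhibitors lower millipolarization by displacing the labeled peptide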
Target sequence (Q07817 whole entry, looked up): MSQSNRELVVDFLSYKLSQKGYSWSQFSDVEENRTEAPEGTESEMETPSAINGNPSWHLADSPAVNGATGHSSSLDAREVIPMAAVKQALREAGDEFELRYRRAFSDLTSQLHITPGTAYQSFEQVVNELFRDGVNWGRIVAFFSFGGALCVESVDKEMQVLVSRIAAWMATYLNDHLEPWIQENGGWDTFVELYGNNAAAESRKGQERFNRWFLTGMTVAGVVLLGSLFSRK
CIT2 TOR yeast = alters CIT2-GFP fluorescence in TOR pathway yeast screen; S. cerevisiae CIT2-GFP strain, flow cytometry, 3 h; 100 means same as DMSO wells; GFP response vs DMSO, % at 10 µM; actives 0.065% (n = 320,000); AID 2029;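 active = GFP response relative to DMSO above a set limit, near the screen mean plus 3 SD, cut at about 150% in these data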;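 note: ratio of well median GFP fluorescence to mean of DMSO wells on the plate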
GLD-1 TGE inh = GLD-1-TGE RNA interaction inhibition (C. elegans); Q17339; purified GLD-1 + fluorescein TGE RNA, fluorescence polarization; inhibition, % at 5.96 µM; actives 0.44% (n = 320,000); AID 2280;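 active = percent inhibition above a per-plate cutoff, the plate mean of test compounds plus 3 SD, cut at about 30% in these data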;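 note: 0% = DMSO wells with GLD-1 and probe and 100% = wells lacking GLD-1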
Target sequence (Q17339 whole entry, looked up): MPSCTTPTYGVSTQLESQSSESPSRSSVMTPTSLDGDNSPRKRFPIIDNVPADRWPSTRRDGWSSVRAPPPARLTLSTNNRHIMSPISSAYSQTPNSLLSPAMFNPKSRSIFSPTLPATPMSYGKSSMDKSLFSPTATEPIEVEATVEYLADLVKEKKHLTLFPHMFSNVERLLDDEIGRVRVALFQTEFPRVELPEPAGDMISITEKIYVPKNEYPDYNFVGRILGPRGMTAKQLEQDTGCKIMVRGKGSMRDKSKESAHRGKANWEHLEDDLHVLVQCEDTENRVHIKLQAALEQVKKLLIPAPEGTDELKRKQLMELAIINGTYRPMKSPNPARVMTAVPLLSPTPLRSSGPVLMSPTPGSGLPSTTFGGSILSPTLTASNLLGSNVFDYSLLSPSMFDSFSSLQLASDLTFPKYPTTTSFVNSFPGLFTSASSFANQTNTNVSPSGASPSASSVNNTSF
AGP1 TOR yeast = yeast TOR pathway AGP1-GFP modulation; AID 2066; GFP response vs DMSO, % at 10 µM; actives 0.02% (n = 320,000); S. cerevisiae AGP1-GFP multiplex flow cytometry, 3 h; GFP as percent of DMSO wells;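 active = GFP response relative to DMSO above a set limit, near screen average plus 3 SD, cut at about 150% in these data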;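 note: median GFP channel fluorescence of the gated AGP1 strain per well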
MEX-5 binding = C. elegans MEX-5 TCR-2 RNA binding activity; actives 0.38% (n = 300,000); AID 1832; MEX-5/FITC-TCR2 RNA binding, fluorescence polarization; active compounds read low; activity score (negative = inhibition of binding), % at 10 µM;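 active = inhibition past about -25% in most replicates, and total fluorescence under double the plate's negative control median, limit read from the data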;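 note: 0% = DMSO and -100% = 5 µM competing unlabeled TCR2 RNA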
GRK2 aptamer HTS = human GRK2 inhibition via aptamer displacement. actives 0.59% (n = 330,000). bead flow cytometry, FAM-aptamer displacement from GRK2. inhibition of aptamer binding, % at 10 µM. P25098;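 active = inhibition of aptamer binding above 40%, roughly 3 SD of noise, on plates passing a quality check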;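 note: median bead fluorescence of bound FAM aptamer so fluorescent compounds give negative values; no value below 0 was filed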
VLA-4 inh = inhibition in a human VLA-4 binding assay | P13612 | actives 0.2% (n = 330,000) | VLA-4 expressing cells, ligand binding flow cytometry | AID 2557 | inhibition, % (about 7 µM as worked out from the volumes in the protocol); in the data active = inhibition above about 50%
Yeast superoxide = lowers age-related superoxide in aged yeast cells. actives 0.18% (n = 330,000). AID 2690. S. cerevisiae aged cells, superoxide DHE fluorescence; active compounds read low. superoxide response (% of plate mean), % at 10 µM;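 active = superoxide response under a set limit, about three screen SD below normal, cut at about 65% in these data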;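 note: yeast aged for seven days with compound at 30 °C before DHE staining; 100% = average MFI of all compound-treated wells on the plate with controls excluded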
The depositor's hits bear a star. Compounds were not picked by outcome, and some 2.1% of all compounds hit somewhere here.

CSc1cccc(NC(C)=O)c1 was read as MCL1-BIM inh 0, BCLXL inh 5, CIT2 TOR yeast 102, GLD-1 TGE inh 3, AGP1 TOR yeast 98, MEX-5 binding -0.8, GRK2 aptamer HTS 5, VLA-4 inh -2 and Yeast superoxide 93.
For COc1ccc2cc(C(=O)NCc3ccco3)c(=O)oc2c1 the results were MCL1-BIM inh 0, BCLXL inh 3, CIT2 TOR yeast 94, GLD-1 TGE inh -6, AGP1 TOR yeast 102, MEX-5 binding -3.2, GRK2 aptamer HTS 3, VLA-4 inh 10 and Yeast superoxide 94.
For Cc1csc(NC(=O)c2ccco2)n1 the results were MCL1-BIM inh 2, BCLXL inh 0, CIT2 TOR yeast 103, GLD-1 TGE inh -1, AGP1 TOR yeast 102, MEX-5 binding -0.8, GRK2 aptamer HTS 0, VLA-4 inh 28 and Yeast superoxide 109.
`CCC(=O)Nc1c2c(nn1-c1ccccc1)CSC2` gave MCL1-BIM inh 7, BCLXL inh 5, CIT2 TOR yeast 93, GLD-1 TGE inh 1, AGP1 TOR yeast 102, MEX-5 binding 0.9, GRK2 aptamer HTS 0, VLA-4 inh -4 and Yeast superoxide 88.
Cc1nn(C)c(C)c1CNC(=O)/C=C/c1ccccc1F was read as MCL1-BIM inh 4, BCLXL inh 9, CIT2 TOR yeast 106, GLD-1 TGE inh -2, AGP1 TOR yeast 103, MEX-5 binding 0.6, GRK2 aptamer HTS 0, VLA-4 inh 15 and Yeast superoxide 122.
Screening O=[N+]([O-])c1cc([N+](=O)[O-])c(Oc2cc(Cl)cc(Cl)c2)cc1NN1CCCCC1 returned MCL1-BIM inh 2, BCLXL inh 3, CIT2 TOR yeast 107, GLD-1 TGE inh 2, AGP1 TOR yeast 106, GRK2 aptamer HTS 3, VLA-4 inh 10 and Yeast superoxide 103.
`COc1cccc(OCC(O)CN2CCC(Cc3ccccc3)CC2)c1` (centres undefined) gave MCL1-BIM inh -1, BCLXL inh 0, CIT2 TOR yeast 95, GLD-1 TGE inh -13, AGP1 TOR yeast 96, MEX-5 binding 0.4, GRK2 aptamer HTS 4, VLA-4 inh 3 and Yeast superoxide 122.
For CC(=Nc1ccc(C)c(C)c1)C1=C(O)CCC1=O the results were MCL1-BIM inh -13, BCLXL inh -2, CIT2 TOR yeast 93, GLD-1 TGE inh -4, AGP1 TOR yeast 99, GRK2 aptamer HTS 0, VLA-4 inh -3 and Yeast superoxide 103.
O=C(COC(=O)c1ccc2ncsc2c1)NC(=O)NCc1ccccc1 was read as MCL1-BIM inh 2, BCLXL inh -2, CIT2 TOR yeast 110, GLD-1 TGE inh 0, AGP1 TOR yeast 108, MEX-5 binding 1.7, GRK2 aptamer HTS 8, VLA-4 inh -8 and Yeast superoxide 117.
`COc1cccc(OC)c1C(=O)OCc1c(-c2ccccc2)ncc2ccccc12` gave CIT2 TOR yeast 83, GLD-1 TGE inh 2, AGP1 TOR yeast 87, GRK2 aptamer HTS 9, VLA-4 inh 13 and Yeast superoxide 92.
COc1cccc(OC)c1C(=O)Nc1ccnn1C was read as MCL1-BIM inh -6, BCLXL inh -2, CIT2 TOR yeast 91, GLD-1 TGE inh 1, AGP1 TOR yeast 93, MEX-5 binding 2.9, GRK2 aptamer HTS 0, VLA-4 inh 7 and Yeast superoxide 102.
N#CCCn1cc(C(CC(=O)c2ccccc2)C(=O)O)c2ccccc21 (centres undefined) was read as MCL1-BIM inh -3, BCLXL inh 0, CIT2 TOR yeast 96, GLD-1 TGE inh 0, AGP1 TOR yeast 96, MEX-5 binding -2.1, GRK2 aptamer HTS 3, VLA-4 inh -3 and Yeast superoxide 91.
Screening COc1ccc(-n2nc(C(=O)N3CCCCC3)c3ccccc3c2=O)cc1 returned MCL1-BIM inh 1, BCLXL inh 1, CIT2 TOR yeast 94, GLD-1 TGE inh 3, AGP1 TOR yeast 92, GRK2 aptamer HTS 0, VLA-4 inh 9 and Yeast superoxide 95.
`CCOc1ccc(NC(=O)Cn2sc3nc(C)cc(C)c3c2=O)cc1` gave MCL1-BIM inh 1, BCLXL inh -5, CIT2 TOR yeast 89, GLD-1 TGE inh -4, AGP1 TOR yeast 94, MEX-5 binding 4.6, GRK2 aptamer HTS 0, VLA-4 inh 1 and Yeast superoxide 81.
`Nc1nc2c(ccc3ccccc32)s1` gave MCL1-BIM inh 0, BCLXL inh 1, CIT2 TOR yeast 105, GLD-1 TGE inh 3, AGP1 TOR yeast 100, MEX-5 binding 0.5, GRK2 aptamer HTS 0, VLA-4 inh -6 and Yeast superoxide 87.
COc1ccc(-c2noc(CCCOc3ccc(Cl)cc3Cl)n2)cc1 was read as MCL1-BIM inh 0, BCLXL inh 4, CIT2 TOR yeast 89, GLD-1 TGE inh 0, AGP1 TOR yeast 97, MEX-5 binding 0.8, GRK2 aptamer HTS 0, VLA-4 inh -2 and Yeast superoxide 100.
For Cc1ncc([N+](=O)[O-])n1CC(=O)NCCc1ccccc1 the results were MCL1-BIM inh -17, BCLXL inh -14, CIT2 TOR yeast 99, GLD-1 TGE inh -8, AGP1 TOR yeast 91, MEX-5 binding 1.9, GRK2 aptamer HTS 2, VLA-4 inh -5 and Yeast superoxide 92.
For Cc1[nH]n(-c2ccccc2)c(=O)c1/C=N/NC(=O)C(C)C the results were MCL1-BIM inh -1, BCLXL inh 6, CIT2 TOR yeast 96, GLD-1 TGE inh -3, AGP1 TOR yeast 100, MEX-5 binding -0.3, GRK2 aptamer HTS 2, VLA-4 inh -9 and Yeast superoxide 102.
`COc1cc(OC)c(Nc2cc(C)nc3nc(C)nn23)cc1Cl` gave MCL1-BIM inh 0, BCLXL inh -3, CIT2 TOR yeast 70, GLD-1 TGE inh 4, AGP1 TOR yeast 64, MEX-5 binding -3.8, GRK2 aptamer HTS 2, VLA-4 inh -20 and Yeast superoxide 97.
For COc1ccc(OC)c(NC(=O)c2cnc(Nc3ccccc3OC)c3ccccc23)c1 the results were MCL1-BIM inh 7, BCLXL inh 7, CIT2 TOR yeast 100, GLD-1 TGE inh -2, AGP1 TOR yeast 99, MEX-5 binding -1.8, GRK2 aptamer HTS 1, VLA-4 inh 4 and Yeast superoxide 92.
Screening CC(C)c1ccc(C2C(C(=O)c3ccco3)=C(O)C(=O)N2CC2CCCO2)cc1 (centres undefined) returned MCL1-BIM inh 2, BCLXL inh 2, CIT2 TOR yeast 102, GLD-1 TGE inh 5, AGP1 TOR yeast 103, MEX-5 binding -1.3, GRK2 aptamer HTS 0, VLA-4 inh 4 and Yeast superoxide 98.
For C=CCC1(C#N)C(=S)NC2=C(C(=O)CC(C)(C)C2)C1c1ccc(Br)cc1 (centres undefined) the results were MCL1-BIM inh 8, BCLXL inh 1, CIT2 TOR yeast 91, GLD-1 TGE inh -2, AGP1 TOR yeast 104, MEX-5 binding -0.8, GRK2 aptamer HTS 7, VLA-4 inh 12 and Yeast superoxide 101.
`COc1ccc(NC(=O)CN(C)S(=O)(=O)c2ccc(Br)s2)cc1` gave MCL1-BIM inh -3, BCLXL inh -2, CIT2 TOR yeast 87, GLD-1 TGE inh -2, AGP1 TOR yeast 92, MEX-5 binding 2.2, GRK2 aptamer HTS 1, VLA-4 inh 16 and Yeast superoxide 100.
Screening O=C(O)c1sccc1NC(=O)c1c(Cl)cccc1Cl returned MCL1-BIM inh -5, BCLXL inh 0, CIT2 TOR yeast 104, GLD-1 TGE inh -3, AGP1 TOR yeast 102, MEX-5 binding 1.6, GRK2 aptamer HTS 0, VLA-4 inh 5 and Yeast superoxide 83.
Screening O=C1NC2c3ccccc3CC2O1 (centres undefined) returned MCL1-BIM inh -5, BCLXL inh -1, CIT2 TOR yeast 72, GLD-1 TGE inh -12, AGP1 TOR yeast 86, MEX-5 binding 0.6, GRK2 aptamer HTS 0, VLA-4 inh 26 and Yeast superoxide 100.
CC(C)CC(=O)Nc1ccc2oc(-c3ccncc3)nc2c1 was read as MCL1-BIM inh -2, BCLXL inh 3, CIT2 TOR yeast 96, GLD-1 TGE inh 0, AGP1 TOR yeast 95, MEX-5 binding -1.5, GRK2 aptamer HTS 1, VLA-4 inh -1 and Yeast superoxide 86.
For Fc1ccccc1Sc1ccccc1CNC1=NCCN1 the results were MCL1-BIM inh -29, BCLXL inh -11, CIT2 TOR yeast 96, GLD-1 TGE inh -2, AGP1 TOR yeast 96, GRK2 aptamer HTS 0, VLA-4 inh -11 and Yeast superoxide 90.
Screening COC(=O)[C@@]1(Cc2ccc(F)cc2)[C@H]2c3cc(C(=O)N(C)C)n(Cc4ccccc4)c3C[C@H]2CN1C(=O)c1ccccc1 returned MCL1-BIM inh 9, BCLXL inh 8, CIT2 TOR yeast 95, GLD-1 TGE inh 26, AGP1 TOR yeast 98, GRK2 aptamer HTS 3, VLA-4 inh 9 and Yeast superoxide 101.
Screening Cc1noc(C)c1CCC(=O)N1CCCC(CCC(=O)NCc2ccccc2F)C1 (centres undefined) returned MCL1-BIM inh 2, BCLXL inh 2, CIT2 TOR yeast 103, GLD-1 TGE inh -4, AGP1 TOR yeast 121, MEX-5 binding 3.1, GRK2 aptamer HTS 2, VLA-4 inh 15 and Yeast superoxide 93.
CN(C(=O)CSC1=NC2C(N=N1)c1cc(Br)ccc1N2C)C1CCCCC1 (centres undefined) was read as MCL1-BIM inh -4, BCLXL inh 2, CIT2 TOR yeast 92, GLD-1 TGE inh 6, AGP1 TOR yeast 115, MEX-5 binding 2.1, GRK2 aptamer HTS 0, VLA-4 inh 5 and Yeast superoxide 91.
For CC(C)(C)c1ccc(NC(=O)N2CCCN(c3c(Cl)cncc3Cl)CC2)cc1 the results were MCL1-BIM inh 1, BCLXL inh 2, CIT2 TOR yeast 89, GLD-1 TGE inh 0, AGP1 TOR yeast 103, MEX-5 binding -0.2, GRK2 aptamer HTS 0, VLA-4 inh 9 and Yeast superoxide 104.
`O=C(OCC(=O)N1CCN(C(=O)c2ccco2)CC1)c1ccccc1C(=O)c1ccccc1` gave MCL1-BIM inh 5, BCLXL inh 3, CIT2 TOR yeast 97, GLD-1 TGE inh -3, AGP1 TOR yeast 95, MEX-5 binding 0.9, GRK2 aptamer HTS 0, VLA-4 inh -1 and Yeast superoxide 110.
N/C(=N\OC(=O)c1ccc(Cl)c(Cl)c1)c1ccccn1 was read as MCL1-BIM inh 4, BCLXL inh 5, CIT2 TOR yeast 107, GLD-1 TGE inh 7, AGP1 TOR yeast 91, MEX-5 binding -0.9, GRK2 aptamer HTS 0, VLA-4 inh -1 and Yeast superoxide 118.
For Cc1cccc(NC(=O)C2CCCN(S(=O)(=O)c3ccc4[nH]c(=O)ccc4c3)C2)c1 (centres undefined) the results were MCL1-BIM inh 3, BCLXL inh 3, CIT2 TOR yeast 97, GLD-1 TGE inh 8, AGP1 TOR yeast 104, MEX-5 binding 1.7, GRK2 aptamer HTS 0, VLA-4 inh 47 and Yeast superoxide 95.
Screening Cc1ccc(S(=O)(=O)Nc2ccc(S(=O)(=O)NC(C)(C)C)cc2)cc1 returned MCL1-BIM inh 4, BCLXL inh 5, CIT2 TOR yeast 106, GLD-1 TGE inh -3, AGP1 TOR yeast 104, MEX-5 binding -0.6, GRK2 aptamer HTS 3, VLA-4 inh 14 and Yeast superoxide 91.
`CC(C(=O)Nc1cc([N+](=O)[O-])ccc1Cl)N1CCN(c2ccccc2)CC1` (centres undefined) gave MCL1-BIM inh 8, BCLXL inh 4, CIT2 TOR yeast 108, GLD-1 TGE inh 4, AGP1 TOR yeast 103, MEX-5 binding -1.4, GRK2 aptamer HTS 0, VLA-4 inh 4 and Yeast superoxide 103.
